# CYP2C19 inhib – inhibitors of human CYP2C19. CYP2C19 Supersomes, luciferin-H EGE luminescence, 30 min. hit rate 21% among 96,000. inhibition, % at 5 µM. AID 778;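 active = CYP2C19 inhibition above a set limit at 5 µM in the primary screen, cut at about 50% in these data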;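 also: plate controls were negative control wells for no effect and 2.5 mM tranylcypromine positive control for full effect; values of inactives mirror those of a sister screen read the other way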
# Pyk2 oligo antag – blocks oligomerization of human Pyk2 in cells | AID 1347419 | z-score (the deposit names both 25 µM and 10 µM) | hit rate 0.83% among 99,000 | Q293 cells, Pyk2 FERM NanoBiT luminescence; hits give low values;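 active = Z-score of -3 or lower, scaled per plate to the spread of control and sample wells; inactive = z-score above -3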;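 also: negative z-score means lost luminescence so less FERM oligomerization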
# CYP2C9 inhib – blocks human cytochrome P450 2C9; CYP2C9 Supersomes, luciferin-H conversion, luminescence; P11712; inhibition, % at 5 µM; hit rate 20% among 96,000; AID 777;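 active = blocking of liver enzyme CYP2C9 beyond about 50% at 5 µM, limit read from the data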; also: values of inactives mirror those of a sister screen read the other way
# CYP2C9 act – CYP2C9 (human) activation; recombinant CYP2C9, luciferin-H conversion, luminescence; hits give high values; factor 1 = untreated enzyme, 0 = blocked; activation factor at 5 µM; hit rate 1.4% among 96,000; AID 1024;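 active = activation factor of 2 or more for CYP2C9 at a 5 µM dose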;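 also: 0 = sulfaphenazole-blocked wells and 1 = vehicle-only wells; values of inactives mirror those of a sister screen read the other way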
# MT1-MMP txn act – activates MT1-MMP transcription; HT1080 MT1-MMP promoter luciferase reporter, luminescence, overnight; hits give high values; activation factor at 10 µM; hit rate 0.16% among 86,000;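 active = activation factor of at least 2 for MT1-MMP transcription at 10 µM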
# CD11b adhes inh – CD11b/CD18-fibrinogen binding inhibition; K562 CD11b/CD18 adhesion to fibrinogen, ATPlite luminescence; Mn2+ added to activate the integrin; inhibition, % at 10 µM; hit rate 0.54% among 93,000; AID 1497;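 active = primary inhibition of 50% or more at 10 µM, then 40% or more on retest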; also: some results filed as inactive read as strong as hits
# Target sequence (P05107 whole entry, looked up, other chains not shown): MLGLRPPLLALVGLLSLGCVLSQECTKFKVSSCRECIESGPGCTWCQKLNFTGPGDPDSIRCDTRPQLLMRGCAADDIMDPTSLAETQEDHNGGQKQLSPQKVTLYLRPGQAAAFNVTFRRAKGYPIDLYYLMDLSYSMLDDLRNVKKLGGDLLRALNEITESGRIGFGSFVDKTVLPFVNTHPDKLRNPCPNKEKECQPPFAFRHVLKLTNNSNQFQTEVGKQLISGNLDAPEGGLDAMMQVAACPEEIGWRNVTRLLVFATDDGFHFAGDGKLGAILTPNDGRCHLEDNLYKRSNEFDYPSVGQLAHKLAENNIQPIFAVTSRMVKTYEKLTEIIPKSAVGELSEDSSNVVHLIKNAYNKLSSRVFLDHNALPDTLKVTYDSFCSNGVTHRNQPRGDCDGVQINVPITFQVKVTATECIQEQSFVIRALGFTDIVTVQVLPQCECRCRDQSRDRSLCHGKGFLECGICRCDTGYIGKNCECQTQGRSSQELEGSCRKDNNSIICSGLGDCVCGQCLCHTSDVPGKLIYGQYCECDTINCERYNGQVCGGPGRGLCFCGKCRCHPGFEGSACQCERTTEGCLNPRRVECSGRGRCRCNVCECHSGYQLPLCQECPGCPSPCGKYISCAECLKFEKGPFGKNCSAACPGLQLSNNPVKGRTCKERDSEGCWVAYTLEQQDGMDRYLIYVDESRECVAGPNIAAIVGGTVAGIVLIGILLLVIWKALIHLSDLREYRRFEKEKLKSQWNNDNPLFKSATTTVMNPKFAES
# CD11b adhes enh – enhancers of human CD11b/CD18 binding to fibrinogen; K562 CD11b/CD18 adhesion to fibrinogen, ATPlite luminescence; P05107+P11215; hit rate 0.07% among 93,000; activation, % at 10 µM; AID 1499;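 active = 10 µM primary screen giving 50% or more activity, confirmed by 40% or more on retest at that dose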; also: strong numbers were not always called active; reference of the scale not given here
# CYP2C19 activ – increases human CYP2C19 enzyme activity; AID 1025; P33261; recombinant CYP2C19, luciferin-H EGE luminescence; hits give high values; 0 = fully inhibited enzyme, 1 = untreated enzyme; 96,000 tested, under 10 active; activation factor at 5 µM;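 active = activation factor of at least 2 at 5 µM in the primary screen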;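 also: 0 = wells with 2.5 mM tranylcypromine and 1 = vehicle-only wells; values of inactives mirror those of a sister screen read the other way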
# PLAP activator – activates human placental alkaline phosphatase; activation fold at 20 µM; P05187; hit rate 1.2% among 96,000; purified PLAP enzyme, luminescent substrate read-out; hits give high values; in the data active = activation fold above about 2
# The depositor's hits bear a star; x = not tested or not shown. Not all compounds are listed, so the mix of outcomes need not match the whole.
structure	CYP2C19 inhib	Pyk2 oligo antag	CYP2C9 inhib	CYP2C9 act	MT1-MMP txn act	CD11b adhes inh	CD11b adhes enh	CYP2C19 activ	PLAP activator
N=C(N)c1c(O)n(C2CCCCC2)c(=O)n(C2CCCCC2)c1=O	1	-2.1	21	0.8	1	-33	3	1	1
Nc1c(C(=O)OC2CCCCC2)c2nc3ccccc3nc2n1CC1CCCO1 (configuration not stated)	12	-0.77	23	0.8	1.3	-9	4	0.9	1.2
O=C(C1CC(c2ccc(Cl)c(Cl)c2)=NO1)N1CCC2(CC1)OCCO2 (configuration not stated)	96*	1.4	-84	1.8	1.4	0	0	0	1.5
Cc1nc2ccccc2c(=O)n1-c1cccc(O)c1	36	-0.33	22	0.8	0.9	-6	-1	0.6	1.1
O=c1c2ccccc2nc(-c2ccco2)n1-c1cccnc1	11	-0.64	5	0.9	1.1	0	-5	0.9	1
CCOC(=O)C(O)(c1ccc(N)c(OC)c1)C(F)(F)F (configuration not stated)	20	0.99	26	0.7	1	19	-5	0.8	1
O=c1[nH]c(=O)n(Cc2ccco2)c(O)c1C=NC1CC1	18	1.2	45	0.5	1.1	-5	-3	0.8	1.1
COC(=O)c1ccc(N2C(=O)CC(N3CCC(n4c(=O)[nH]c5ccccc54)CC3)C2=O)cc1 (configuration not stated)	60*	1.7	24	0.8	1.2	-19	-4	0.4	1.3
Cc1sc2c(c1C)C(c1cccs1)=NCC(=O)N2CC(=O)NCc1cccs1	35	-0.42	44	0.6	1.3	-2	0	0.6	1.4
COc1cc2[nH]c(=O)n(-c3ccc(C)cc3)c(=O)c2cc1OC	-3	0.4	11	0.9	1.1	-5	-1	1	1.1
Cc1ccc(N2C(=O)/C(=C/N3CCN(C(=O)c4ccco4)CC3)C(=O)NC2=S)cc1C	-12	0.49	-1	1	x	3	0	1.1	1
O=c1[nH]c(=O)n(-c2cccc3ccccc23)c(O)c1C=NCc1ccc2c(c1)OCO2	-13	-0.3	-6	1.1	1.1	37	-1	1.1	1.5
O=C1OCCN1P(=O)(c1ccccc1)c1ccccc1	4	-0.65	3	1	1.2	-3	0	1	1
C(#CCN1CCOCC1)COC/C=C/c1ccccc1	45	1.4	-1	1	1.2	-3	-3	0.6	1.1
CCCCn1c(NC(=O)c2ccco2)c(C(=O)OCC)c2nc3ccccc3nc21	20	-1.8	45	0.6	1.2	3	0	0.8	1.2
CCN1CCN(Cc2cc(Br)cc(Br)c2O)CC1	60*	-0.26	9	0.9	1.1	-8	-4	0.4	1.6
CC(=O)Nc1ccc(OC(=O)N2CCCCC2)cc1	4	-0.2	-2	1	x	1	-3	1	1.2
O=P(CN1CCN(c2ccccc2)CC1)(N1CCCCC1)N1CCCCC1	14	-0.1	19	0.8	1.3	-6	-1	0.9	1.5
Cc1ccc(C)c(CN2CCC(n3nnc4cc(F)ccc43)CC2)c1	39	0.51	6	0.9	1.3	8	4	0.6	1
COC(=O)CCCNC(=O)CN1CC(c2ccccc2)CC1=O (configuration not stated)	-20	-0.28	-7	1.1	1.1	-9	1	1.2	0.7

# Other results follow.
structure	CYP2C19 inhib	Pyk2 oligo antag	CYP2C9 inhib	CYP2C9 act	MT1-MMP txn act	CD11b adhes inh	CD11b adhes enh	CYP2C19 activ	PLAP activator
Cc1cccnc1NC1=NCC(C)S1 (configuration not stated)	0	0.17	-10	1.1	1.1	-50	1	1	0.9
COc1ccc(C2NCc3ccc4c(c3-n3cccc32)OCO4)cc1OC (configuration not stated)	78*	-0.03	10	0.9	1.2	x	x	0.2	1.5
COc1ccc(C2=NCC(=O)N(CC(=O)NCc3ccco3)c3sc4c(c32)CCCC4)cc1	16	-0.02	12	0.9	1	1	-4	0.8	1.5
CSCCC(N=Cc1c(O)n(-c2ccc(F)cc2)c(=O)[nH]c1=O)C(=O)OC(C)(C)C (configuration not stated)	-12	0.09	0	1	1.1	-3	-5	1.1	1.5
CCOc1cc(C=C2C(=O)NC(=O)NC2=O)ccc1OS(=O)(=O)c1ccccc1	54*	0.11	5	1	1.1	-25	0	0.5	0.9
CN(C)CP(=O)(Nc1ccccc1)N(C)C (configuration not stated)	-6	0.32	-22	1.2	1.1	-11	-2	1.1	0.8
COc1cc(CC2C(=O)N(C)C(=O)N(C)C2=O)ccc1OCc1ccccc1	12	1.2	12	0.9	1.3	-5	-1	0.9	1.1
O=C(c1cc(-c2cccnc2)nc2ccccc12)N1CCC2(CC1)OCCO2	14	1.1	39	0.6	1.1	-2	4	0.9	1.2
CC(=O)c1ccc(OC(NC(=O)Cc2ccccc2)C(Cl)(Cl)Cl)cc1 (configuration not stated)	83*	0.49	86*	0.1	x	x	x	0.2	0.8
C=CCn1c(O)c(C(CC)=Nc2ccccc2NC(C)=O)c(=O)[nH]c1=O	6	1.4	4	1	1.1	-32	23	0.9	0.9
Oc1c(Cl)cc(Cl)cc1CN1CCN(Cc2ccccc2)CC1	24	-0.43	-2	1	1.2	21	-2	0.8	1.5
O=C(c1ccc2c(c1)ncn2C1CCCCC1)N1CCC2(CC1)OCCO2	5	x	-10	1.1	1.2	x	x	1	1
O=C1CC(=O)N(c2ccc(Cl)cc2Cl)C(=O)N1	-12	1.4	-13	1.1	1.2	0	2	1.1	0.9
O=c1[nH]c(=O)n(Cc2ccco2)c(O)c1C=NCCCn1ccnc1	6	0.14	34	0.7	1.1	-20	-4	0.9	0.8
O=c1c2ccccc2nc(-c2ccccc2)n1-n1cccc1	53*	0.45	57*	0.4	1.1	-20	-5	0.5	0.9
COc1ccc2nc(/N=C/c3c(O)n(-c4cccc(Cl)c4)c(=O)[nH]c3=O)sc2c1	-11	0.25	-14	1.1	x	x	x	1.1	1.5
COc1ccc(Br)cc1CN1CCN(C(=O)Cc2ccccc2)CC1	88*	-0.44	81*	0.2	x	2	0	0.1	1.6
O=C1CSC2(CN3CCC2CC3)N1 (configuration not stated)	-14	0.23	-13	1.1	1.3	-24	1	1.1	0.9
O=C(CN1CCCCC1)Nc1ccc(Br)cc1C(=O)c1ccccc1Cl	10	-0.66	9	0.9	x	x	x	0.9	0.9
O=C(CN1CCCCC1)NCC(=O)Nc1ccc(Br)cc1C(=O)c1ccccc1	-1	0.39	1	1	x	x	x	1	1.4

# Going on with the list:
structure	CYP2C19 inhib	Pyk2 oligo antag	CYP2C9 inhib	CYP2C9 act	MT1-MMP txn act	CD11b adhes inh	CD11b adhes enh	CYP2C19 activ	PLAP activator
C=CCn1c(O)c(C(CC)=NCCC2=CCCCC2)c(=O)[nH]c1=O	23	-0.12	28	0.7	1	-11	5	0.8	0.9
Cc1ccc(S(=O)(=O)NP(=O)(Oc2ccccc2)Oc2ccccc2)cc1	13	0.06	78*	0.2	1.1	2	-7	0.9	1.4
O=C(Nc1ccccc1)NC1CC2CCC(C1)N2 (configuration not stated)	12	0.14	-23	1.2	1	3	-3	0.9	1.1
CCOC(=O)C(NC(=O)CC)(Nc1ccc(C(O)(C(=O)OCC)C(F)(F)F)cc1C)C(F)(F)F (configuration not stated)	34	-0.26	54*	0.5	x	x	x	0.7	1.6
CCN1CCN(C(=O)Cc2coc3ccc4ccccc4c23)CC1	6	0.75	-36	1.4	1.1	-3	0	0.9	1.2
Cn1c(N2CCNCC2)nc2ccccc21	-9	0.17	10	0.9	1.1	12	-1	1.1	1
Cc1cccc(NC2=NCCCS2)c1C	15	0.54	35	0.7	1	-22	2	0.8	0.9
CC1CN=C(Nc2ccc(N(C)C)cc2)S1 (configuration not stated)	56*	0.08	3	1	1.2	0	-4	0.4	1
CC(C(N)=O)N1CC(c2ccccc2)CC1=O (configuration not stated)	13	0.44	4	1	1.3	-6	1	0.9	1
CN1CCC(O)(c2ccccc2)C2CCCC21 (configuration not stated)	8	0.62	-5	1	1	6	-3	0.9	1.2
O=C(c1ccc(CS(=O)(=O)c2ccc(Br)cc2)o1)N1CCC2(CC1)OCCO2	42	-0.48	54*	0.5	1.2	-7	1	0.6	1
CC(=O)Nc1ccc2c(c1)CC1(C(=O)N(C)C(=O)N(C)C1=O)C1CCCN21 (configuration not stated)	4	-0.52	7	0.9	1.1	-5	-4	1	1.4
CC(=O)c1c(O)n(C2CCCCCC2)c(=O)[nH]c1=O	27	0.12	83*	0.2	1.1	1	5	0.7	0.9
COc1cc2[nH]c(=O)n(-c3cccc(Cl)c3)c(=O)c2cc1OC	8	2	-21	1.2	1	-33	3	0.9	0.8
CCCCCCCC(=O)NC(Oc1ccccc1[N+](=O)[O-])C(Cl)(Cl)Cl (configuration not stated)	26	-0.96	28	0.7	1	32	-1	0.7	1
CCOc1ccc2[nH]c(=O)c(CN(CCO)C3(c4nnnn4C4CCCCC4)CCCCC3)cc2c1	6	0.8	15	0.9	1.1	1	3	0.9	1
Cc1cccc(OCC(=O)N2CCN(Cc3ccncc3)CC2)c1	92*	0.55	88*	0.1	x	-3	-1	0.1	0.9
O=C(c1ccc2c(=O)n(Cc3ccc4c(c3)OCO4)c(=S)[nH]c2c1)N1CCC2(CC1)OCCO2	-2	-1.2	26	0.7	1.1	-4	-1	1	1.2
CN1CCN(c2ncnc3ccc(Br)cc23)CC1	1	-0.12	-8	1.1	1.2	-13	-3	1	0.9
CC(=O)N1CN2CN(C(C)=O)CC(C(=O)c3ccccc3)(C2)C1	5	1.4	3	1	1.1	-11	1	1	0.9

# Compounds from the list above with a thiophene ring, fused or not (2):
structure	CYP2C19 inhib	Pyk2 oligo antag	CYP2C9 inhib	CYP2C9 act	MT1-MMP txn act	CD11b adhes inh	CD11b adhes enh	CYP2C19 activ	PLAP activator
Cc1sc2c(c1C)C(c1cccs1)=NCC(=O)N2CC(=O)NCc1cccs1	35	-0.42	44	0.6	1.3	-2	0	0.6	1.4
COc1ccc(C2=NCC(=O)N(CC(=O)NCc3ccco3)c3sc4c(c32)CCCC4)cc1	16	-0.02	12	0.9	1	1	-4	0.8	1.5

# Returning to the listing; the two compounds before the break are reprinted first.
structure	CYP2C19 inhib	Pyk2 oligo antag	CYP2C9 inhib	CYP2C9 act	MT1-MMP txn act	CD11b adhes inh	CD11b adhes enh	CYP2C19 activ	PLAP activator
CN1CCN(c2ncnc3ccc(Br)cc23)CC1	1	-0.12	-8	1.1	1.2	-13	-3	1	0.9
CC(=O)N1CN2CN(C(C)=O)CC(C(=O)c3ccccc3)(C2)C1	5	1.4	3	1	1.1	-11	1	1	0.9
CCOc1ccccc1-n1c(O)c(C=NCCCN(CC)CC)c(=O)[nH]c1=O	0	-0.03	-2	1	1.3	-6	-3	1	1
O=C(c1cccn2c(=O)c3cc(Br)ccc3nc12)N1CCC2(CC1)OCCO2	32	0.03	55*	0.5	1.1	-10	3	0.7	1.6
Cc1cnn(C2CCN(C)CC2)c1N	-8	0.04	5	1	1	-16	6	1.1	1.1
Cc1ccc2nc(N3CCC(C(=O)N4CCC5(CC4)OCCO5)CC3)sc2c1	-5	2.4	12	0.9	1.3	3	-4	1	1.4
CCC1(CCc2ccncc2)C(=O)NC(=O)NC1=O	4	-0.19	42	0.6	x	3	1	1	0.8
O=C1C2CCCN2C(c2cccnc2)N1c1ccc(Cl)c(Cl)c1 (configuration not stated)	19	-3.1*	-7	1.1	1.2	2	-2	0.8	1
COc1cc(C2NCc3ccccc3-n3cccc32)ccc1O (configuration not stated)	73*	-0.67	66*	0.3	1.2	-18	3	0.3	1.4
Cc1ccc(N2C(=O)CC(=O)NC2=O)cc1	-16	-0.32	-15	1.1	1.1	-9	-8	1.2	0.9
CCCSc1nc(O)c(CC)c(=O)n1C(C)CC (configuration not stated)	22	-0.22	17	0.8	1.2	-1	-2	0.8	0.9

# Source: PubChem
